Screening data (PubChem)
Bcl-B TR3 displacers = displacers of TR3 peptide from Bcl-B, primary screen, selectivity assay for Bfl-1 inhibitor project, biochemical, fluorescence polarization; Bcl-2-like protein 10 (Homo sapiens); AID 748, 2007; 0.11% of 96,000 active; FP displacement of FITC-TR3 peptide from Bcl-B; higher % means a stronger effect; displacement, % at 20 µM, or IC50 in µM where a hit was titrated;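 active = displacement above 50% at 20 µM plus a fluorescence interference ratio under 1.5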;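 also: plate controls were wells without compound for no effect and wells lacking Bcl-B protein for full effect; a part of the inactive calls stands beside numbers as strong as those of hits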
MRP reversal = reversal of MRP1-mediated doxorubicin resistance, primary screen, H69AR cells, doxorubicin co-treatment. H69AR cells + 2 uM doxorubicin, CellTiter-Glo, 72 h. differential viability (reversal), % at 10 µM. 0.04% of 85,000 active. AID 602, 2007;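 active = viability drop by adding the cancer drug above about 55%, with treated viability meeting a 40% cutoff, limit read from the data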;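 also: viability without doxorubicin minus viability with 2 µM doxorubicin for each compound; larger differential means the compound sensitizes cells more to doxorubicin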
PLAP inhibition = PLAP enzyme inhibitors, biochemical, luminescence, HTS (AID 690); 0.08% of 96,000 active; purified PLAP, luminescent substrate; higher % means a stronger effect; Alkaline phosphatase, placental type (Homo sapiens); one-dose inhibition, % at 20 µM; IC50 in µM for titrated hits; in the data active = a potency from the dose series; inactive = the rest, 99 in 100 with inhibition below about 30%; also: strong numbers were not always called active
NFkB transloc inh = inhibitors of IL-1B driven NFkB p65 nuclear import, primary screen, imaging, HUVEC, IL-1B stimulus, high-content imaging. HUVEC IL-1B NFkB p65 nuclear translocation imaging. inhibition, % at 2 µM. 0.43% of 94,000 active. AID 796, 2007;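 active = inhibition above about 30% together with a positive call from visual inspection of the well image, limit read from the data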;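 also: nuclear over cytoplasmic p65 intensity ratio measured by imaging; 0% = IL-1B stimulated DMSO wells and 100% = unstimulated DMSO wells; values of inactives mirror those of a sister screen read the other way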
NFkB transloc pot = enhancers of NFkB p65 translocation in HUVEC – imaging, IL-1B stimulus, high-content imaging, primary screen; HUVEC IL-1B NFkB p65 nuclear translocation imaging; activation, % at 2 µM; 0.3% of 94,000 active; AID 819, 2007;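 active = activation above 40%, about the mean plus 3 SD, also judged a hit on visual image review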;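 also: percent activation is computed from the nuclear over cytoplasmic p65 intensity ratio; values of inactives mirror those of a sister screen read the other way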
MRP reversal cytotoxicity = also measured in MRP reversal; calls as there; viability, %; H69AR cells, CellTiter-Glo, 72 h; measured here: cytotoxicity without doxorubicin
MRP reversal with doxorubicin = recorded beside MRP reversal, whose call it bears; viability, %; measured here: viability with 2 uM doxorubicin; hits give low values
NFkB transloc inh cell count 2 µM = further read-out of NFkB transloc inh, marked with its call; cell count; measured here: cells passing quality filter;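 raw number of nuclei counted in each imaged well without normalization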
NFkB transloc pot cell count 2 µM = also measured in NFkB transloc pot; calls as there; cell count; measured here: cells passing quality filter
* hit, by the source's call; / = no result given. The list is partial; rates above refer to the full screens.

SMILES	Bcl-B TR3 displacers	MRP reversal	MRP reversal cytotoxicity	MRP reversal with doxorubicin	PLAP inhibition	NFkB transloc inh	NFkB transloc inh cell count 2 µM	NFkB transloc pot	NFkB transloc pot cell count 2 µM
COc1ccc(CCN2C(=O)CC(NCc3ccc4c(c3)OCO4)C2=O)cc1OC (stereo not given)	-4.3%	/	/	/	-8.4%	6.3	114	-6.3	114
C=C(C)COc1ccc2c3c(c(=O)oc2c1OCC(=C)C)CCC3	-5.7%	4.2	90.4	86.2	16.4%	-7.5	116	7.5	116
CN(CC(=O)OCC(=O)Nc1ccccc1)S(=O)(=O)c1ccc(Cl)cc1	5.5%	-30.6	61.3	91.8	16.5%	-4.4	70	4.4	70
CCc1ccc(C2C(C(C)=O)=C(C(=O)OC)Nc3nnnn32)cc1 (stereo not given)	/	-9.8	80.4	90.2	/	-9.6	171	9.6	171
Cc1ccc(-c2nnc(N3CCN(c4ccccn4)CC3)c3ccccc23)cc1	3.4%	-4.3	47.2	51.5	10.4%	12.5	149	-12.5	149
CN1CC(c2ccccc2)C2(SC(=S)N(Cc3ccco3)C2=O)C12C(=O)Nc1ccccc12 (stereo not given)	-7.8%	-7.2	1.6	8.8	-2.5%	-13.6	166	13.6	166
Cc1ccc(OCCn2c(CCNC(=O)C(C)C)nc3ccccc32)cc1	-0.4%	/	/	/	-24.8%	/	/	/	/
COc1cccc(COc2ccc3c(C)c(Cc4ccccc4)c(=O)oc3c2)c1	/	/	/	/	/	2.6	137	-2.6	137
COc1ccc(C2=NOC(C(=O)NCc3ccccn3)C2)cc1 (stereo not given)	6.5%	-4.2	91.0	95.2	-1.9%	4.2	141	-4.2	141
CCC(=O)Nc1sc2c(c1C(N)=O)CCC2	9.9%	2.9	84.6	81.7	9.0%	-3.0	126	3.0	126
CS(=O)(=O)N1CCN(c2ccc(NC(=O)c3ccc(Br)o3)cc2)CC1	-2.9%	-9.3	80.7	90.0	7.3%	-8.7	106	8.7	106
Cc1cc(C)c2nc(N3CCCC3)c(C#N)cc2c1	-5.9%	3.5	91.6	88.1	-7.2%	-10.1	181	10.1	181
Cc1cnnc2c1-c1no[n+]([O-])c1CC2	-11.5%	-19.5	81.2	100.8	4.1%	-17.2	100	17.2	100
COc1ccc(C(=O)NC(C)c2nc3ccccc3n2C)cc1OC (stereo not given)	0.6%	-11.6	83.5	95.1	-2.1%	/	/	/	/
CN(C)CCN1C(=O)C(=O)/C(=C(/O)c2ccc(OCc3ccccc3)cc2)C1c1ccncc1 (stereo not given)	4.7%	-5.2	86.0	91.2	-19.9%	-21.3	161	21.3	161
COc1ccc(-n2c(Cc3cccn3C)nnc2SCC(=O)Nc2ccc(C)cc2)cc1	-9.2%	-8.4	74.1	82.6	-43.2%	/	/	/	/
CCOC(=O)c1c(C)[nH]c(N=Nc2cccc(C)c2)c1C	2.4%	23.6	86.2	62.5	-30.2%	-9.4	190	9.4	190
Cc1cc(C(=O)N/N=C/c2cccc(OC(=O)c3ccco3)c2)n[nH]1	-7.2%	/	/	/	-42.1%	-5.5	98	5.5	98
Cc1ccc(O)c(C(=O)c2cnc3c(c2)COc2ccccc2-3)c1	/	-2.5	91.7	94.2	/	6.4	168	-6.4	168
O=C(CN(c1ccc(F)cc1)S(=O)(=O)c1ccc2c(c1)OCCO2)Nc1ccccc1	12.2%	-5.2	75.1	80.3	-48.8%	-4.4	195	4.4	195
COc1ccc(C(=O)Nn2cnc3scc(-c4cccs4)c3c2=O)c(O)c1	-9.7%	0.1	87.5	87.4	/	-0.7	84	0.7	84
COc1ccc(N2C(=O)CCC2(C#N)c2ccc(Br)cc2)cc1 (stereo not given)	4.6%	8.7	90.5	81.8	-42.6%	-14.6	121	14.6	121
O=C(Oc1cccc2cccnc12)c1ccc2c(c1)OCCO2	-0.7%	-9.5	29.1	38.6	-89.1%	1.1	155	-1.1	155
O=C(N/N=C/c1ccc2cccc(OCc3ccccc3)c2n1)c1ccc(Br)cc1	-105.8%	/	/	/	-9.9%	/	/	/	/
O=C(O)c1cc(S(=O)(=O)Nc2ccccc2C(=O)O)ccc1O	16.5%	/	/	/	-15.4%	3.9	126	-3.9	126
CCOc1ccc(-c2cnc3n2CCC3)cc1	2.6%	15.2	90.7	75.4	7.3%	-0.2	182	0.2	182
Cc1cc(C(F)(F)F)nn1CC(=O)NCC1CCCO1 (stereo not given)	1.5%	-11.4	84.6	96.0	-7.1%	/	/	/	/
COc1ccc(-c2nc3ccccc3c(=O)n2CCN2CCOCC2)cc1	-5.3%	-4.2	78.0	82.2	11.7%	6.6	132	-6.6	132
CCN(CC)S(=O)(=O)c1cccc(C(=O)N[C@H](C(=O)OCC(=O)NC(=O)NC)C(C)C)c1	-1.6%	9.6	93.8	84.2	1.5%	7.5	167	-7.5	167
Cc1ccc(Sc2ncnc3onc(C)c23)cc1	-5.3%	-4.1	78.0	82.0	17.8%	-2.9	175	2.9	175
Cc1c(C(=O)NCc2ccccc2)oc2c1C(=O)CCC2	/	13.3	102.4	89.1	/	13.1	100	-13.1	100
CCN(CC)C(=O)CSc1nnc(-c2cccnc2)n1Cc1ccccc1	-3.8%	/	/	/	8.8%	-15.9	152	15.8	152
CCn1c(COc2ccc3c(c2)OCO3)nnc1SCC(=O)c1ccc(Cl)cc1	-7.6%	-23.1	58.8	81.9	22.3%	-7.0	155	7.0	155
CC1(C)OC(=O)C(=CNC(Cc2c[nH]c3ccccc23)C(=O)O)C(=O)O1 (stereo not given)	-1.7%	/	/	/	-17.3%	-10.5	117	10.5	117
CCn1c(=NC(=O)c2ccco2)sc2cccc(F)c21	-0.6%	-17.7	56.1	73.8	32.3%	0.3	64	-0.3	64
C=C(C)CSc1nnc(-c2ccc(OC)c(OC)c2)n1N	-35.9%	1.3	88.9	87.7	-0.6%	10.1	104	-10.1	104

Nothing new here: an excerpt of the list.
SMILES	Bcl-B TR3 displacers	MRP reversal	MRP reversal cytotoxicity	MRP reversal with doxorubicin	PLAP inhibition	NFkB transloc inh	NFkB transloc inh cell count 2 µM	NFkB transloc pot	NFkB transloc pot cell count 2 µM
O=C(N/N=C/c1ccc2cccc(OCc3ccccc3)c2n1)c1ccc(Br)cc1	-105.8%	/	/	/	-9.9%	/	/	/	/
O=C(O)c1cc(S(=O)(=O)Nc2ccccc2C(=O)O)ccc1O	16.5%	/	/	/	-15.4%	3.9	126	-3.9	126
CCOc1ccc(-c2cnc3n2CCC3)cc1	2.6%	15.2	90.7	75.4	7.3%	-0.2	182	0.2	182
Cc1cc(C(F)(F)F)nn1CC(=O)NCC1CCCO1 (stereo not given)	1.5%	-11.4	84.6	96.0	-7.1%	/	/	/	/
COc1ccc(-c2nc3ccccc3c(=O)n2CCN2CCOCC2)cc1	-5.3%	-4.2	78.0	82.2	11.7%	6.6	132	-6.6	132
CCN(CC)S(=O)(=O)c1cccc(C(=O)N[C@H](C(=O)OCC(=O)NC(=O)NC)C(C)C)c1	-1.6%	9.6	93.8	84.2	1.5%	7.5	167	-7.5	167
Cc1ccc(Sc2ncnc3onc(C)c23)cc1	-5.3%	-4.1	78.0	82.0	17.8%	-2.9	175	2.9	175
Cc1c(C(=O)NCc2ccccc2)oc2c1C(=O)CCC2	/	13.3	102.4	89.1	/	13.1	100	-13.1	100
CCN(CC)C(=O)CSc1nnc(-c2cccnc2)n1Cc1ccccc1	-3.8%	/	/	/	8.8%	-15.9	152	15.8	152
CCn1c(COc2ccc3c(c2)OCO3)nnc1SCC(=O)c1ccc(Cl)cc1	-7.6%	-23.1	58.8	81.9	22.3%	-7.0	155	7.0	155

The listing continues.
SMILES	Bcl-B TR3 displacers	MRP reversal	MRP reversal cytotoxicity	MRP reversal with doxorubicin	PLAP inhibition	NFkB transloc inh	NFkB transloc inh cell count 2 µM	NFkB transloc pot	NFkB transloc pot cell count 2 µM
[O-]/[N+](=C/c1ccc(F)cc1)c1ccccc1	2.1%	/	/	/	-10.2%	6.0	122	-6.0	122
Cc1ccc(OCc2n[nH]c(=S)n2C2CCCCC2)cc1	-1.6%	-14.9	36.6	51.5	-41.3%	4.1	155	-4.1	155
Cc1ccc2oc(C(=O)Nc3c(C)n(C)n(-c4ccccc4)c3=O)c(C)c2c1	/	5.5	101.9	96.4	/	8.3	114	-8.3	114
CCCCC(=O)Nc1ncc(Br)s1	12.4%	-1.5	93.4	94.9	5.8%	-1.3	111	1.2	111
O=C(Nc1ccc2c(c1)OCO2)Nc1cnccn1	-4.4%	-21.8	65.9	87.8	22.8%	-8.8	158	8.8	158
O=C(Cc1cccs1)Nc1ccc(C(=O)O)cc1	4.2%	5.0	87.8	82.8	-7.0%	3.0	155	-3.0	155
O=C(NC1(C(F)(F)F)NC(=O)N(C2CCCCC2)C1=O)c1cccs1 (stereo not given)	-9.2%	-8.3	103.5	111.8	-1.7%	-3.3	171	3.3	171
CCc1nc2ccccc2n1CCC(=O)O	/	5.7	94.8	89.1	/	-19.6	111	19.6	111
COc1cc(C2C(C(C)=O)=C(O)C(=O)N2CCc2ccc(OC)c(OC)c2)ccc1O (stereo not given)	-7.2%	-8.2	95.5	103.7	0.7%	17.5	148	-17.5	148
COc1ccc(S(=O)(=O)N2CCOCC2)c(C)c1C	/	6.9	99.9	93.0	/	-1.9	110	1.9	110
COC(=O)CC1SC(=O)NC1=O (stereo not given)	23.2%	14.2	105.6	91.5	8.6%	-0.1	171	0.1	171
Cc1ccc(Oc2ccc3c(c2)C(=O)N(c2cccc4cccnc24)C3=O)cc1	-10.2%	/	/	/	-4.0%	-3.8	100	3.8	100
C=CCn1cc(C(=O)NCCCOCC)c(=O)c2cc(S(=O)(=O)N(CC)CC)ccc21	0.4%	-3.9	83.9	87.8	-62.1%	-11.9	205	11.9	205
COc1cc(NC(=O)CSc2nnc(C)s2)cc(OC)c1	7.5%	-22.5	78.4	100.8	8.2%	-7.8	115	7.8	115
CC1CCCN(C(=O)C2CCN(CCCc3ccccc3)CC2)C1 (stereo not given)	-6.6%	2.6	93.1	90.4	-86.9%	/	/	/	/
CCS(=O)(=O)N1CCC(C(=O)NCc2ccc(F)cc2)CC1	-11.7%	15.9	102.2	86.2	18.5%	9.1	78	-9.1	78
CCNc1nnc(-c2ccc(C)cc2)o1	-5.6%	13.0	95.3	82.4	16.7%	-6.5	141	6.5	141
Clc1ccc(-c2nnc3sc(-c4ccc(Br)o4)nn23)cc1	4.5%	7.2	88.5	81.2	13.5%	-3.5	115	3.5	115
CCc1cccc(CC)c1NC(=O)CSc1nnc(C(C)C)n1CC	-0.2%	3.7	89.7	86.0	-46.7%	-1.6	79	1.6	79
COCCCN(C(C)=O)c1nc(-c2ccc(OC)cc2)cs1	-2.8%	-49.5	15.3	64.8	-50.5%	-4.2	153	4.2	153
COc1ccc2cc(C3(C)NC(=O)N(CC(=O)NCc4ccco4)C3=O)ccc2c1 (stereo not given)	-3.6%	13.0	96.5	83.5	10.1%	2.0	94	-2.0	94
CCOC(=O)N1CCN(S(=O)(=O)c2ccc(C)cc2)C1c1ccccc1 (stereo not given)	-13.7%	12.8	87.8	75.1	-53.0%	-10.0	141	10.0	141
CCOC(=O)NC(Nc1ncccn1)(C(F)(F)F)C(F)(F)F	5.7%	-6.5	92.3	98.8	14.2%	-25.0	142	25.0	142
O=C(Cn1c(-c2cncs2)nc2ccccc21)NCCc1ccccc1	-0.3%	-56.1	17.8	73.9	17.3%	-7.5	179	7.5	179
CCc1ncc(C(O)c2cccc3ccccc23)n1C (stereo not given)	-9.3%	13.8	94.9	81.1	3.0%	-8.7	137	8.7	137
CC(C)(C)c1cc(CN2CCC(O)CC2)cc(C(C)(C)C)c1O	26.8%	12.8	88.0	75.1	-80.3%	-0.1	165	0.1	165
OC1CCN(c2ncnc3nc[nH]c23)CC1	2.2%	2.6	94.4	91.8	1.0%	/	/	/	/
